Bioassay records (PubChem)
All columns: NCI-60 one-dose screen, growth in % after 48 h at 10 µM unless noted; 100 = growth as untreated, 0 = no growth, -100 = all killed.
OVCAR-5: OVCAR-5 ovarian cancer; 2.9% of 82,000 active; AID 1794783
OVCAR-4: OVCAR-4 ovarian cancer cells. 3.7% of 80,000 active
PC-3: PC-3 prostate cancer cells | AID 1794754 | 3.9% of 80,000 active
DU-145: DU-145 prostate cancer; 4.2% of 81,000 active
OVCAR-8: OVCAR-8 ovarian cancer. 4.4% of 81,000 active
SK-OV-3: SK-OV-3 ovarian cancer cells. 3.2% of 80,000 active. AID 1794785
IGROV1: IGROV1 ovarian cancer; 4.7% of 79,000 active
OVCAR-3: OVCAR-3 ovarian cancer; 7% of 79,000 active
Active calls of the source: *; . = no result given. How the source made its calls: active means growth percent below 10; inactive means the rest.

molecule | OVCAR-5 | OVCAR-4 | PC-3 | DU-145 | OVCAR-8 | SK-OV-3 | IGROV1 | OVCAR-3
O=C(Nc1ccc(I)cc1F)c1cc(I)ccc1O | 22 | 22 | 7.8* | 21 | 13 | 14 | 18 | 4.4*
O=C(NCCn1cc(C(O)c2cn(Cc3ccccc3)c3ccccc23)nn1)c1ccc(Cl)cc1 (stereo unspecified) | 97 | 86 | 79 | 106 | 100 | 86 | 97 | 99
Cc1cc(Nc2nc(-c3ccncc3)nc3ccccc23)n[nH]1 | 87 | 52 | 61 | 80 | 101 | 23 | 16 | 67
COc1ccc(/C=C2\Oc3cc(OCCN4CCC(Cc5ccccc5)CC4)ccc3C2=O)cc1OC | 93 | 79 | 78 | 82 | 39 | 88 | 82 | 87
COc1ccc(C(=O)/C=C/c2cc3c(cc2Br)OCO3)cc1S(N)(=O)=O | -7.9* | 28 | 2.2* | -0.8* | -21* | 69 | 3.7* | -58*
COc1ccc(/C=C2\Oc3cc(OCCN4CCCCC4)ccc3C2=O)cc1OC | 99 | 104 | 104 | 109 | 100 | 118 | 97 | 102
CCOc1ccc(NC(=O)c2ccoc2COc2ccc(C)cc2)cc1 | 103 | 97 | 97 | 99 | 98 | 95 | 91 | .
COc1ccc(CN2C(=O)OC(C)(COC(C)=O)C2=O)cc1 (stereo unspecified) | 97 | 104 | 101 | 107 | 104 | 97 | 107 | 112
COc1cc(NCC(O)CO)c2ncccc2c1 (stereo unspecified) | 115 | 93 | 84 | 107 | 103 | 95 | 131 | 111
Brc1ccc(-c2cn3ccnc3c(-c3ccc4ncn(C5CCCCC5)c4c3)n2)cc1 | 91 | 90 | 58 | 94 | 87 | 94 | 91 | 74
CC(=O)N1c2ccc(C)cc2Sc2c1ccc1ccccc21 | 95 | 116 | 90 | 106 | 97 | 105 | 84 | 108
CCN(CC)CCNC(=O)COc1ccc(OC)cc1 | . | 99 | 89 | 119 | 88 | 107 | 100 | 117
O=C(CCCCC(=O)OC1CS(=O)(=O)CC1Cl)OC1CS(=O)(=O)CC1Cl (stereo unspecified) | 108 | 111 | 110 | . | 106 | 106 | 127 | .
COC(=O)CC1=CCC(n2cc(F)c(-n3cncn3)nc2=O)O1 (stereo unspecified) | 100 | 107 | 100 | 113 | 114 | 107 | 119 | 108
COc1ccc(-c2nc3cc(Cl)c(Cl)cc3n2CC(=O)N=Nc2c(O)[nH]c3ccc(OC)cc23)cc1 | 50 | 40 | 64 | 5.8* | 74 | 86 | 29 | .
C[C@@H]1N=C(c2ccc3ccccc3n2)Nc2nc3ccccn3c2C1=O | 106 | 89 | 97 | 107 | 101 | . | 66 | 109
CN(C)CCN(Cc1ccccc1)c1ccc2ccccc2n1 | 95 | 97 | 81 | 107 | 102 | 97 | 95 | 103
C[N+]1(C)CCOC(=O)C1 | 109 | 113 | 102 | 117 | 97 | 105 | 116 | 123
Cc1cc(OC(=O)c2c(-c3ccccc3)noc2C)n(-c2ccc(NC(=O)c3c(-c4ccccc4)noc3C)cc2)n1 | 94 | 93 | 68 | 101 | 97 | 109 | 95 | 98
O=C(Nc1ccc2c(c1)sc(=O)n2Cc1ccc(Br)cc1)c1ccc(Nc2ccc(Cl)nn2)cc1 | 92 | 68 | 60 | 86 | 87 | 108 | 94 | 88
Oc1ccccc1-c1nc2ccccn2c1NCCN1CCOCC1 | 92 | 92 | 87 | 102 | 100 | 76 | 103 | 97
O=C(CCCl)Nc1ccccc1 | 119 | 108 | 94 | 104 | 100 | 105 | 104 | 106
O=C(/C=C/C=C/c1c(C2CC2)nc2ccccc2c1-c1ccc(F)cc1)c1cccs1 | 1.7* | 24 | 25 | 20 | 18 | 43 | 19 | -2.2*
Nc1[nH]c(=S)nc2oc(-c3ccccc3)c(-c3ccccc3)c12 | 98 | 97 | 97 | 106 | 101 | 103 | 100 | 102
N#Cc1c(NC(=O)Nc2ccccc2Br)sc2c1CCCC2 | 104 | 92 | 100 | 102 | 99 | . | 105 | 102
COc1cccc(C(=O)NNc2nc(Cl)nc(Cl)n2)c1 | 101 | 107 | 97 | 105 | 95 | 102 | 100 | 106
Cc1ccc(C(=O)NN2C(=O)CSC2c2cccc(Cl)c2)cn1 (stereo unspecified) | 98 | 104 | 87 | 131 | . | 97 | 57 | 128
Nn1c(N/N=C/c2c[nH]c3ccccc23)n[nH]c1=S | 106 | 117 | 84 | 107 | 101 | 96 | 94 | 112
CCOC(=O)CNC(=O)C(Cc1ccccc1)NC(=O)c1ccccc1[N+](=O)[O-] (stereo unspecified) | 93 | 104 | 99 | 113 | 108 | 107 | 111 | 112
CCNc1nc2ccccc2c2c(=O)c3cc(F)cc(F)c3sc12 | 92 | 96 | 102 | 115 | 96 | 108 | 91 | 114
CCOC(=O)C(CCCCC(NC(C)=O)(C(=O)OCC)C(=O)OCC)(NC(C)=O)C(=O)OCC | 103 | 107 | 101 | 113 | 107 | 97 | 106 | 107
CN1CCN(Cn2nc(-c3cc(F)c(Cl)cc3Cl)n(/N=C/c3ccc(N(C)C)cc3)c2=S)CC1 | 106 | 106 | 76 | 87 | 91 | 77 | 58 | .
O=C1C(c2ccccc2)=C(N2CCc3ccccc32)OC1(Cl)Cl | 82 | 60 | 70 | 69 | 74 | 112 | 43 | 3.9*
N[C@@H]1CONC1=O | 104 | 100 | 106 | 130 | 109 | 107 | 116 | .
CSC1=C(N)C(=O)c2[nH]cc(CO)c2C1=N | -76* | -96* | -40* | -95* | -62* | -94* | -62* | -75*
Cc1ccccc1NC(=O)c1sc2nc(C)c(C(=O)/C=C/c3ccccc3)cc2c1N | 21 | 51 | 29 | 10 | 6.8* | 82 | 10 | -5.7*
COc1cc2nc(SCc3cc(OC)c(OC)c(OC)c3)n(-c3ccccc3)c(=O)c2cc1OC | 103 | 97 | 91 | 98 | 83 | 99 | 87 | 98
CN(C)c1cccc2c(S(=O)(=O)Nc3cccc(-c4csc(NC(=O)CN5CCN(CCO)CC5)n4)c3)cccc12 | 90 | 43 | 37 | 81 | 72 | 93 | 90 | 96
Cc1oc(-c2ccc(Cl)cc2)cc1C(=O)Nc1nccs1 | 99 | 87 | 89 | 106 | 100 | 102 | 53 | 102
Cc1ccc(NC(=O)CCCCN2CCN(C)CC2)cc1Nc1nccc(-c2cccnc2)n1 | 101 | 98 | 95 | 103 | 109 | 109 | 105 | 98

Of the compounds above, these have an NH in an aromatic ring.
molecule | OVCAR-5 | OVCAR-4 | PC-3 | DU-145 | OVCAR-8 | SK-OV-3 | IGROV1 | OVCAR-3
Cc1cc(Nc2nc(-c3ccncc3)nc3ccccc23)n[nH]1 | 87 | 52 | 61 | 80 | 101 | 23 | 16 | 67
COc1ccc(-c2nc3cc(Cl)c(Cl)cc3n2CC(=O)N=Nc2c(O)[nH]c3ccc(OC)cc23)cc1 | 50 | 40 | 64 | 5.8* | 74 | 86 | 29 | .
Nc1[nH]c(=S)nc2oc(-c3ccccc3)c(-c3ccccc3)c12 | 98 | 97 | 97 | 106 | 101 | 103 | 100 | 102
Nn1c(N/N=C/c2c[nH]c3ccccc23)n[nH]c1=S | 106 | 117 | 84 | 107 | 101 | 96 | 94 | 112
CSC1=C(N)C(=O)c2[nH]cc(CO)c2C1=N | -76* | -96* | -40* | -95* | -62* | -94* | -62* | -75*

More results:
molecule | OVCAR-5 | OVCAR-4 | PC-3 | DU-145 | OVCAR-8 | SK-OV-3 | IGROV1 | OVCAR-3
CN(Cc1cnc2nc(N)nc(N)c2n1)c1ccc(C(=O)N[C@@H](CCC(=O)O)C(=O)O)cc1 | 27 | 105 | 37 | 40 | . | 56 | 21 | 48
Cc1cc2cc3ccc(N(C)C)cc3nc2cc1N | 3.1* | -12* | 13 | -50* | -2.2* | -8.1* | -1.8* | -25*
Clc1ccccc1/C=N/N=C/c1ccccc1Cl | 104 | 98 | 95 | 103 | 100 | 106 | 112 | 106
Cc1cnc(C)c(NS(=O)(=O)c2ccc(NC3=C(I)C(=O)c4ncccc4C3=O)cc2)n1 | 106 | 94 | 91 | 95 | 93 | 81 | 88 | 97
O=C1NC(=C(Cl)Cl)/C(=N/S(=O)(=O)N2CCCCC2)N1 | 91 | 80 | 29 | 101 | 9.0* | 94 | 1.8* | -57*
O=C(Nc1ccccc1)c1cccc(NC(=O)c2ccco2)c1 | 108 | 98 | 108 | 109 | 105 | 125 | 113 | 112
NC(=O)C1C(=O)c2ccccc2C1(C[N+](=O)[O-])c1ccccc1 (stereo unspecified) | 107 | 118 | 105 | 124 | 106 | 97 | 106 | 131
O=C1/C(=C\c2cn(C(=O)c3c(Cl)cccc3Cl)c3ccccc23)c2ccccc2N1C(=O)c1c(Cl)cccc1Cl | 84 | 104 | 73 | 135 | 94 | 93 | 70 | 97
O=C(Cc1ccccc1Nc1c(Cl)cccc1Cl)NN1C(=O)/C(=C/c2ccc(F)cc2)SC1=S | 103 | 99 | . | 110 | 102 | 104 | 100 | 108
COc1ccc2c(c1)c(-c1cc3nc(-c4cn(C)c5ncccc45)cc(N)n3n1)cn2C | -7.9* | -5.1* | -1.3* | -27* | -41* | -57* | -58* | -12*

Fetched by structure from above, three records:
molecule | OVCAR-5 | OVCAR-4 | PC-3 | DU-145 | OVCAR-8 | SK-OV-3 | IGROV1 | OVCAR-3
NC(=O)C1C(=O)c2ccccc2C1(C[N+](=O)[O-])c1ccccc1 (stereo unspecified) | 107 | 118 | 105 | 124 | 106 | 97 | 106 | 131
COc1ccc2c(c1)c(-c1cc3nc(-c4cn(C)c5ncccc45)cc(N)n3n1)cn2C | -7.9* | -5.1* | -1.3* | -27* | -41* | -57* | -58* | -12*
Cc1cc2cc3ccc(N(C)C)cc3nc2cc1N | 3.1* | -12* | 13 | -50* | -2.2* | -8.1* | -1.8* | -25*

Next section
molecule | OVCAR-5 | OVCAR-4 | PC-3 | DU-145 | OVCAR-8 | SK-OV-3 | IGROV1 | OVCAR-3
O=C1/C(=C/c2ccccc2)CCc2nc3ccccc3c(/C=C/c3ccccc3)c21 | 101 | 88 | 103 | 105 | 97 | 102 | 92 | 107
N=C(N)SCc1ccc(Cl)cc1 | 99 | 91 | 305 | 94 | 87 | 125 | 48 | 117
CCOC(=O)/C=C/c1ccc([N+](=O)[O-])o1 | 75 | 97 | 93 | 69 | 11 | 106 | 77 | 17
O=C1CCC(=O)N1CN1CCN(c2cc(=O)[nH]c3ccc(F)cc23)CC1 | 99 | 105 | 96 | 107 | 108 | 111 | 104 | 102
Oc1cc2c3c(c1)c1cc4c(cc1c[n+]3CC2)OCO4 | 56 | 77 | 66 | 67 | . | 92 | 77 | 76
CCOc1c(C#N)c(Nc2ccc(S(N)(=O)=O)cc2)c(C#N)c(=O)n1C(C)=O | 101 | 113 | 102 | 106 | 100 | 108 | 103 | 112
CN1C(=O)N(C)C2C1NN=c1s/c(=C\c3ccc(F)cc3)c(=O)n12 (stereo unspecified) | 49 | 29 | 35 | 58 | 30 | 33 | 11 | 7.3*
CCCCCCNC(=O)Oc1ccc(/C(=C(/CC)Cc2ccccc2)c2ccc(OCCN3CCCCC3)cc2)cc1 | 94 | 70 | 73 | 97 | 82 | 86 | 91 | 88
COc1ccc(-c2nc3ncccn3c2-c2nnc(-c3ccc(OC)c(OC)c3)o2)cc1 | 84 | 75 | 93 | 88 | 58 | 95 | 101 | 83
CC(=O)C(CCC(=O)O)(CCC(=O)O)C(C)C | 103 | 94 | 91 | 106 | 94 | 111 | 108 | 108
CC12CCC(/C(=C/NNc3ccc([N+](=O)[O-])cc3[N+](=O)[O-])C1=O)C2(C)C (stereo unspecified) | 74 | 74 | 60 | 4.7* | 73 | 90 | 69 | 87
COc1ccc(C(=O)N2c3ccccc3Sc3ccccc32)c(F)c1 | 62 | 49 | 30 | 5.1* | 32 | 38 | 55 | -7.2*
COc1cc(/C=C2/C(=O)Nc3ccc(Cl)cc32)ccc1OCc1ccccn1 | 100 | 92 | 88 | 108 | 96 | 104 | 87 | .
Cc1ccc(C(c2ccc(C)c(C)c2)C(O)C2OC(=O)C(O)C2O)cc1C (stereo unspecified) | 100 | 116 | 97 | 106 | 107 | 102 | 120 | 128
CCCn1nc(C(=O)N(C)C)c2c1CCC(NCc1ccc(F)cc1)C2 (stereo unspecified) | 112 | 105 | 101 | 107 | 113 | 102 | 108 | 103
CCC(=O)Oc1ccc2c(c1)CC[C@@H]1[C@@H]2CC[C@]2(C)C[C@H](OC(=O)CC)C[C@@H]12 | 98 | 79 | 63 | 79 | 88 | 56 | 78 | 69
COC(=O)c1ccc(F)cc1 | 106 | 109 | 96 | 123 | 101 | 93 | 113 | 106
Cc1ccc(NCCNCC(C)(C)O)c2c(=O)c3ccc(Cl)cc3sc12 | 60 | 62 | 37 | 5.7* | 32 | 79 | 30 | -13*
CS(=O)(=O)c1nccc(-c2c(-c3cccc(OCc4ccc(F)cc4)c3)nc3sccn23)n1 | 102 | 65 | 59 | -54* | 86 | 61 | 50 | 88
COC(=O)[C@H](Cc1cnc[nH]1)NC(=O)[C@@H](OC)[C@@H]1Cc2cc3cc(OC4CC(OC5CC(O)C(O)C(C)O5)C(O)C(C)O4)c(C)c(O)c3c(O)c2C(=O)[C@H]1OC1CC(OC2CC(OC3CC(C)(O)C(O)C(C)O3)C(O)C(C)O2)C(O)C(C)O1 (stereo partly specified) | 92 | 102 | 61 | 55 | 65 | 75 | 75 | 67
CCN1Cc2nc3sc(C)c(C)c3c(=O)n2C=C1C | 86 | 42 | -6.3* | 62 | 38 | 115 | 30 | 46
NC(=O)C(=O)NCCCCCC(=O)Nc1ccccc1 | 101 | 106 | 112 | 102 | 97 | 105 | 104 | 105

Random draw from the library; about 10% have a hit in one of these screens.
